DDE Tn6 FP inh = inhibitors of Tn6 peptide binding to fibrin DD(E), primary screen, biochemical, fluorescence polarization, human fibrin, Tn6 probe | Fibrin DD(E) TRITC-Tn6 fluorescence polarization displacement | Fibrinogen beta chain (Homo sapiens), P02675 | inhibition, % at 8.3 µM | hit rate 0.21% among 370,000 | AID 720509, 2013;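 active means inhibition above a per-campaign cutoff: mean of compounds within control limits plus 3 SD, cut at about 15% in these data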;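 further: 0% = median of all compound wells on the plate and 100% = blocking peptide control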
PLCg1 inh = PLC-gamma1 enzyme inhibitors, primary screen, biochemical, fluorescence, purified enzyme | AID 720700, 2013 | hit rate 0.84% among 370,000 | inhibition, % at 12.2 µM | fluorogenic substrate | 1-phosphatidylinositol 4,5-bisphosphate phosphodiesterase gamma-1 (Homo sapiens), P19174; in the data active means inhibition above about 9.5%
ASAP1 inh = inhibitors of human ASAP1 ArfGAP activity, primary screen, biochemical, fluorescence polarization | Arf-GAP with SH3 domain, ANK repeat and PH domain-containing protein 1 (Homo sapiens), … | ASAP1-stimulated ARF1 GTP hydrolysis, GDP FP detection | AID 624377, 2012 | inhibition, % at 16.5 µM | hit rate 0.19% among 360,000; in the data active means inhibition above about 25%;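 further: 0% = vehicle with enzyme and substrate and 100% = no enzyme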
ARFGAP1 inhibitor = inhibitors of rat ARFGAP1 GAP activity, primary screen, biochemical, fluorescence polarization, GDP tracer; Arfgap1-stimulated ARF1 GTP hydrolysis, GDP FP detection; inhibition, % at 16.5 µM; ADP-ribosylation factor GTPase-activating protein 1 (Rattus norvegicus), Q62848; hit rate 0.26% among 360,000; AID 651572, 2012;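 active means inhibition above a per-plate limit, mean inhibition of low control wells plus 3 SD, cut at about 25% in these data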;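 further: 0% = DMSO wells with enzyme and 100% = wells lacking Arfgap1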
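Material: rat Arfgap1 catalytic domain, aa 1-136; also added: human ARF1(Δ1-17)-GTP substrate; compound dosing: one concentration, 16.5 µM, DMSO 1.26%; incubation: GTP hydrolysis reaction 2 h at 25 °C; measured by: Tracer-displacement fluorescence polarization with EDTA stop, 620/688 nm; evaluation: % inhibition from polarization; repeats: one replicate per compound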
ADAM17 inh = ADAM17 inhibitors, primary screen, biochemical, QFRET; Disintegrin and metalloproteinase domain-containing protein 17 (Homo sapiens), P78536; recombinant ADAM17, EDANS/DABCYL FRET peptide cleavage; inhibition, % at 6.95 µM; hit rate 0.83% among 370,000;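 active means inhibition above the mean of compounds lying between control limits plus 3 SD, set per campaign, cut at about 8.5% in these data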;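 further: 0% = DMSO-only wells as the low control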
PLCb3 inh = human PLC-beta3 inhibitors, primary screen, biochemical, fluorescence. hit rate 0.18% among 370,000. Purified PLC-beta3, fluorogenic substrate. inhibition, % at 12.2 µM; in the data active means inhibition above about 11%;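 further: 0% = median of compound wells on plate and 100% = full blocker control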
TDP2 inh = human TDP2 enzyme inhibitors, primary screen, biochemical, epi absorbance, recombinant enzyme | T5PNP hydrolysis, p-nitrophenol absorbance 415 nm | AID 720702, 2013 | inhibition, % at 12.8 µM | hit rate 0.34% among 370,000 | Tyrosyl-DNA phosphodiesterase 2 (Homo sapiens), O95551;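 active means inhibition above the mean of all tested compounds plus 3 SD, set per campaign, cut at about 25% in these data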;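 further: 0% = DMSO with enzyme and 100% = buffer with substrate but no TDP2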
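System – recombinant human TDP2 · Quantity – TDP2 enzyme at 120 nM final · Doses – single concentration, 12.8 µM nominal, with 1% DMSO · Incubation – 2 h at 37 °C · Measured by – epi absorbance of p-nitrophenol freed from T5PNP by hydrolysis · Read-out – % inhibition relative to enzyme-containing and enzyme-free wells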
SIAE primary = human SIAE inhibitors, primary screen, biochemical, fluorescence polarization, FP-Rh probe, 1536-well HTS | hit rate 0.69% among 370,000 | SIAE FP-Rh probe binding | inhibition, % at 9.66 µM | Sialate O-acetylesterase (Homo sapiens), Q9HAT2;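 active means inhibition above a cutoff: mean of compounds within the control limits plus 3 SD of those, cut at about 17% in these data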;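 further: 0% = plate median of compound wells and 100% = probe without SIAE protein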
Target sequence (Q9HAT2 whole entry, looked up): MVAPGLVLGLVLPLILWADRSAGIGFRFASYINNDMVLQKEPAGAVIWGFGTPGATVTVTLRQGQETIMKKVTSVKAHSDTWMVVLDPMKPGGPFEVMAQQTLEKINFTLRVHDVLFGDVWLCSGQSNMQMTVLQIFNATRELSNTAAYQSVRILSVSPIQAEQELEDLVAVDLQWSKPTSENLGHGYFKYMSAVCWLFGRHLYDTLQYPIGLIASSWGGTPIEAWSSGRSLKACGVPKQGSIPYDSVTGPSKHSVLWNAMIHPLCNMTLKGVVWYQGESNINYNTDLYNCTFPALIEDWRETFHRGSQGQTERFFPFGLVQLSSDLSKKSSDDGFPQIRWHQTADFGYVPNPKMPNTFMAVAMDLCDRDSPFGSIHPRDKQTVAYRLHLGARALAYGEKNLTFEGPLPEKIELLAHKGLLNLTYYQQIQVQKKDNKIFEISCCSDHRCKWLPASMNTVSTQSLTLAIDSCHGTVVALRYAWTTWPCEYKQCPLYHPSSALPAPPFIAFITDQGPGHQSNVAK
DDE Tn7 FP inh = inhibitors of Tn7 peptide binding to fibrin DD(E), primary screen, biochemical, fluorescence polarization, human fibrin, Tn7 probe; Fibrinogen beta chain (Homo sapiens), P02675; FP displacement of FITC-Tn7 peptide from fibrin DD(E); 0% = median of compound wells per plate; inhibition, % at 8.3 µM; hit rate 0.13% among 370,000; AID 720508, 2013;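 active means inhibition above the mean of compounds falling within the control limits plus 3 SD of them, cut at about 14% in these data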;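 further: 0% = plate median of compound wells and 100% = 10 µM Aha-Tn7 peptide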
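Test system: human clot-derived fibrin DD(E) complex / Quantity: 2 µM final DD(E) protein / Incubation: 10 min plus 3 h, room temperature / Measured by: fluorescence polarization / Benchmarks: high control of 10 µM Aha-Tn7 peptide / Replicates: singlicate testing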
ADAM10 inh = human ADAM10 inhibitors, primary screen, biochemical, QFRET, HTS | hit rate 0.62% among 370,000 | Disintegrin and metalloproteinase domain-containing protein 10 (Homo sapiens), O14672 | inhibition, % at 7 µM | recombinant ADAM10, EDANS/DABCYL FRET peptide cleavage, 3 h;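 active means inhibition above a per-campaign cutoff equal to the mean of compounds falling between control-based bounds plus 3 SD, cut at about 20% in these data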;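 further: 0% = DMSO wells while the 100% control is not disclosed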
Target sequence (O14672 214-748 limits assumed): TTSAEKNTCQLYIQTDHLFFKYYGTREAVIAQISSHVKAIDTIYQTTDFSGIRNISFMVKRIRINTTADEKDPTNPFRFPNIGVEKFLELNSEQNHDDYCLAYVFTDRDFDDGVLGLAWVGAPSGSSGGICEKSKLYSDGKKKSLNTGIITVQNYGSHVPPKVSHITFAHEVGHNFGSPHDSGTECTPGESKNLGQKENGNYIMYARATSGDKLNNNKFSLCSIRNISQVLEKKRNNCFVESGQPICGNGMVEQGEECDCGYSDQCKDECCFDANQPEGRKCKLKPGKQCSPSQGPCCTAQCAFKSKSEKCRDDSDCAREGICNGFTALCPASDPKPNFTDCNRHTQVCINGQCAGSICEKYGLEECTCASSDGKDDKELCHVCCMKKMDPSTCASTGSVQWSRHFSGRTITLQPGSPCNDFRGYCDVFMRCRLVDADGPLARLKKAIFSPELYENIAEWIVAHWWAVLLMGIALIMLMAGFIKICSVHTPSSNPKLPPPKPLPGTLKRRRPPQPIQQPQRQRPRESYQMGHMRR
* marks the source's active call; other numbers are inactive results; i = inactive; & = joins results of further samples.

SMILES	DDE Tn6 FP inh	PLCg1 inh	ASAP1 inh	ARFGAP1 inhibitor	ADAM17 inh	PLCb3 inh	TDP2 inh	SIAE primary	DDE Tn7 FP inh	ADAM10 inh
O=C(O)/C=C/C(=O)N(Cc1ccccc1)Cc1ccco1	1	1	-3	-2	-1	1	11	-9	2	-1
CNc1ccccc1C(C)(C)c1cc(-c2cc(C)cc(C)c2)no1	-2	-1	9	1	3	-3	1	0	-3	5
Cc1ccc(CN2CCN(CCCc3ccccc3)CC2CCO)cc1 (stereo not drawn)	-2	4	7	1	1	-1	10	12	1	1
Cc1c(-c2n[nH]c(=S)n2-c2ccc(C(F)(F)F)cc2)nnn1-c1ccccc1	-1	2	-1	6	-2	1	-2	11	-2	1
C=CCSc1nnc(NC(=O)CCNC(=O)c2ccccc2Cl)s1	2	2	-6	5	3	-2	-8	-1	-3	-8
CC(C)C(=O)OCC(=O)Nc1ccc(N=Nc2ccccc2)cc1	4	6	0	8	7	6	-14	2	2	25*
COCCC(=O)N1CCOCC1c1cc(C(=O)Nc2ccccc2)no1 (stereo not drawn)	8	2	-13	13	2	5	-5	-1	-4	-5
Cc1cc(OC(=O)c2ccccc2F)c([N+](=O)[O-])c(=O)[nH]1	-2	3	10	0	4	-1	-8	7	-2	-2
CN(C)CCCN(C(=O)CCc1ccccc1)c1nc2ccc(Cl)cc2s1	4	2	-10	-10	3	3	-3	5	-3	7
Cc1[nH]c2ccccc2c1C(=O)COC(=O)Cn1c(C(F)(F)F)nc2ccccc21	-1	4	13	2	1	3	2	7	-3	11
CCCCC(=O)OCC(=O)Nc1ccc(OC(F)F)cc1	-9	-3	-5	-6	0	1	14	-2	3	0
Cc1cccc(NC(=O)NNC(=O)COc2ccc([N+](=O)[O-])cc2)c1C	-6	-1	9	22	-2	-7	3	-3	-6	7
COCCNC(=O)CSCc1cc(C)cc(C)c1	-8	0	5	7	1	4	-6	-1	-7	-1
COc1ccc(NC(=O)NC2CCN(C(C)C)CC2)c(OC)c1	-6	-1	-3	-3	-5	-2	15	0	3	-1
Cc1ccc(Cn2cc(CN3CC(N4CCN(Cc5ccccc5F)CC4)CS3(=O)=O)nn2)cc1 (stereo not drawn)	-14	3	-1	17	0	-4	-12	2	-4	-16
CCOC(=O)C1=C(C)NC(C)=C(C(=O)OCC)C1C(=O)OCC(=O)N1CCC(C)CC1	3&1	-30&-23	-3&13	4&20	-18&-8	-38&-37	3&-1	-1&-3	1&-7	-52&-29
N#CC1=C(N)Oc2n[nH]c(-c3ccccc3)c2C1c1ccncc1 (stereo not drawn)	1	-7	1	4	-3	-10	0	4	8	-9
CCc1nnc(NC(=O)CCC(=O)N2CCN(Cc3ccc(C)cc3C)CC2)s1	6	14*	3	-6	5	1	-34	-16	-6	8
CC(/C=N/Nc1nc(C)cc(C)n1)=C\c1ccc(C(C)C)cc1	-5	-1	-12	-4	0	-10	-14	7	3	-7
Cc1cc(-c2c(C)n([O-])c(C)c(C)[n+]2=O)ccc1F	-3	-1	-13	-5	-2	2	1	-4	9	2
Cc1ccc(Cl)cc1NC(=O)CON=C(N)c1ccccc1	2	-2	5	-3	0	-4	10	-5	-3	-1
CCOCCOCN(C#N)c1nc(OC)nc(N(C)C)n1	-1	8	-7	5	-1	3	-6	-4	0	-2
Clc1cc(Cl)c(Cl)cc1Cl	9	-1	6	-11	-2	-1	3	0	-2	-6
Cc1cc(C(F)(F)F)nn1CC(=O)NNC(=S)Nc1ccc(F)cc1	-5	-3	-23	-3	-2	0	1	3	5	-2
COc1ccc2cc(C(=O)C3CCCN(C(=O)C4=NN(C)C(=O)CC4)C3)ccc2c1 (stereo not drawn)	2	-311	-3	11	-344	-438	-9	1	2	i

(next part)
SMILES	DDE Tn6 FP inh	PLCg1 inh	ASAP1 inh	ARFGAP1 inhibitor	ADAM17 inh	PLCb3 inh	TDP2 inh	SIAE primary	DDE Tn7 FP inh	ADAM10 inh
COC(=O)C1=C(C)NC(=S)NC1c1ccc(OCC(=O)N2CCCCC2)c(OC)c1 (stereo not drawn)	9	3	12	1	4	-5	-9	5	-6	-11
CC(=O)c1csc(COc2ccc(Cl)cc2)n1	-1	0	12	23	0	-7	4	5	-4	6
CC(C)(C)C(=O)C(Cl)C(=O)Nc1ccccc1 (stereo not drawn)	-2	2	-11	3	-5	-7	10	0	2	-5
CCCOc1ccc(C(=O)ON=C2CCN(C)CC2)cc1	-3	6	13	2	2	6	-10	4	-6	-5
Cc1ccsc1/C=N/n1c(C2CCCCC2)n[nH]c1=S	7	0	-5	7	0	0	1	2	6	3
COC(=O)c1ccc(NC(=O)c2cccc(NC(=O)c3ccccc3)c2)cc1	2	2	5	6	0	2	4	-14	-1	-3
c1ccc(SCc2nc(-c3ccncc3)n[nH]2)nc1	1	3	-7	-4	-1	3	9	2	3	-4
CCOc1ccc(-n2cc(C(=O)Nc3ccc(Cl)cn3)c3cc(OC)c(OC)cc3c2=O)cc1	4	-7	-5	7	-5	-13	0	2	4	-8
O=C(CSc1cc(Cl)ccc1Cl)NCC(=O)Nc1ccc(F)c(F)c1F	-2	-1	5	7	2	3	-6	-6	0	5
Cc1ccccc1S(=O)(=O)/N=C(/Nc1nc2ccccc2s1)c1ccccc1	3	-11	-1	-8	-7	-20	12	-2	7	-11
Cc1ccc(Oc2ccc(NC(=O)Cn3ccsc3=N)cc2)cc1	-1	2	13	-2	0	-1	-3	-7	-3	11
Cc1noc(C)c1COc1ccccc1C(=O)NNC(=O)c1ccccc1	-10	11*	-10	-13	4	9	-9	10	0	5
CC(C)(C)[C@H]1COC(=O)[C@H](NC(=O)OCC2c3ccccc3-c3ccccc32)C/C=C\C[C@@H](CC(=O)N[C@H](CO)Cc2ccccc2)C(=O)N1	1	0	8	1	-1	0	8	8	-2	1
Cc1ccc(C2C(=O)N(C3CCCC3)CC(=O)N2CC2COc3ccccc3O2)cc1 (stereo not drawn)	-9	1	-3	6	-1	2	-5	-6	6	3
COc1ccc(C(=O)COC(=O)CNC(=O)C2CCCCC2)c(OC)c1	7	1	-4	8	-5	0	-1	5	5	1
CCCCNC(=O)OC1CCS(=O)(=O)C1 (stereo not drawn)	-3	1	1	-3	-2	5	6	6	7	1
O=C(NC1CCCCCC1)C1c2ccccc2C(=O)N1CCCN1CCOCC1 (stereo not drawn)	1	-3	4	4	0	3	-7	-2	1	-2
CCOC(=O)[C@]12CCCC=C1N(Cc1cccc3ccccc13)C(=O)[C@H](CC(=O)NCc1ccc(OC)c(OC)c1)C2	-2	2	4	5	2	-2	8	5	-3	6
CCOC(=O)c1cc(NC(=O)c2ccco2)ccc1N1CCOCC1	4	0	6	2	-4	-7	8	2	2	4
CCCC(=O)O[C@H]1C[C@@H](C)N(C(=O)c2ccccc2)c2ccc(C)cc21	5	-1	-16	11	0	0	6	-2	2	1
CC(NC(=O)c1ccco1)C(c1cccs1)N1CCN(c2ccc(F)cc2)CC1 (stereo not drawn)	4	-5	3	-9	-5	-1	1	-3	10	6
COc1ccc(-n2nc(C(=O)NCC(=O)NCCCN3CC(C)CC(C)C3)c3ccccc3c2=O)cc1OC (stereo not drawn)	3	-7	0	0	-1	-19	12	-6	-1	0
Oc1ccc2ccccc2c1C=Nc1ccccc1-c1nc2ccccc2[nH]1	6	i	2	0	i	i	-2	2	3	i
CC1(C)CC(=O)c2cnc(NCc3ccco3)nc2C1	3	-3	8	4	-1	1	3	-5	6	-1
Cc1[nH]nc2c1C(C(C)c1ccccc1)C(C#N)=C(N)O2 (stereo not drawn)	3	2	-8	5	-2	0	0	7	-5	13

(continued)
SMILES	DDE Tn6 FP inh	PLCg1 inh	ASAP1 inh	ARFGAP1 inhibitor	ADAM17 inh	PLCb3 inh	TDP2 inh	SIAE primary	DDE Tn7 FP inh	ADAM10 inh
CCCn1c(SCC(=O)OCC)nc(C(F)(F)F)cc1=O	-3	1	0	0	1	-1	-8	2	-7	6
Cc1ccc(C)n1-c1ccc(-n2cnnn2)cc1	3	-47	6	-7	-3	-58	-8	5	0	-17
Cc1cc(C)cc(NC(=O)C2CCN(S(=O)(=O)c3ccc4c(c3)NC(=O)C(C)S4)CC2)c1 (stereo not drawn)	-4	5	2	-3	4	-9	-8	-30	4	18
COCC(C)NCc1ccc(OC)c(Br)c1 (stereo not drawn)	-8	-1	14	4	-2	-5	-9	1	6	-1
Cc1ccc(C)c(NS(=O)(=O)c2ccccc2C)c1	-1	1	7	-2	-1	-6	0	6	-1	-11
O=C(NCc1ccc(F)cc1)c1cc(C2CCCCN2S(=O)(=O)c2cccc3cccnc23)on1 (stereo not drawn)	6	4	-1	5	-3	0	-4	-4	12	-2
Cc1cccc(NC(=O)CSCC(=O)Nc2ccccc2N2CCCC2)c1	-1	2	-14	-5	5	-10	-9	0	-3	11
Cc1ccc(OC(C)C(=O)Nc2ncc(Cl)cc2Cl)c([N+](=O)[O-])n1 (stereo not drawn)	3	-12	4	8	-16	-16	-8	3	0	-62
CCc1ccccc1NC1=NCC(=O)N1C1CCCC1	5	-1	9	-8	-2	0	0	-3	0	0
O=C(Oc1cc(Cl)cc(Cl)c1)c1cnc2n(c1=O)CCS2	-8	-2	-2	3	1	-5	11	-6	3	3
Cc1ccc(C)c(NC(=S)N(C)C)c1	-3	1	-13	6	-1	-7	9	16	-4	-3
Cc1c(Cl)cccc1NC(=S)NCC1COc2ccccc2O1 (stereo not drawn)	-10	-3	-7	14	0	-1	3	1	2	6

Compound activity (PubChem BioAssay)

No enrichment for hits. About 3.6% of those tested had a hit in this group.
